# From PubChem BioAssay
# FLuc modulator = counter-screen for miR-21 project: firefly luciferase inhibitors or activators; P08659; purified FLuc, Km substrates, luminescence inhibition; Potency, µM (highest dose often 57.5 µM), inactives show top-dose activity change, negative = inhibition, hits mostly inhibitors; hit rate 6.9% among 360,000; AID 588342;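 also: potency is read from the fitted curve at half-maximal effect; plate controls were vehicle for no effect and reference inhibitor for full effect; nearly all actives have a fitted effect of over 55% in size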
# Target sequence (P08659 whole entry, looked up): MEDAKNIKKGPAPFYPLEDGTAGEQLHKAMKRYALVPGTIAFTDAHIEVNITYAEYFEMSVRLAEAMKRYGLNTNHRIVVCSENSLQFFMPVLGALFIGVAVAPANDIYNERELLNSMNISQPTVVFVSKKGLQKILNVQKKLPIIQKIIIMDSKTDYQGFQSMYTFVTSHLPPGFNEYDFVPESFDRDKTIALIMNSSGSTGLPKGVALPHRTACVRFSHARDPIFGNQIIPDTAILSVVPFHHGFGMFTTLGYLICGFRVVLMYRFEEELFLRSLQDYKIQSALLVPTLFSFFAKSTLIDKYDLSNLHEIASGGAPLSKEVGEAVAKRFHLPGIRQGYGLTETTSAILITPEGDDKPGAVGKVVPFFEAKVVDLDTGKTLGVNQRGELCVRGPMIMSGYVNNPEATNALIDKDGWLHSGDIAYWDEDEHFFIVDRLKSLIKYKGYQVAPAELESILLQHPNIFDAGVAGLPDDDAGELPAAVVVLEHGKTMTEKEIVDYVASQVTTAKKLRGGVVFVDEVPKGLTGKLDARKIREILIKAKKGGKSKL
#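 Purified P. pyralis luciferase, 10 nM final, with Km-level 10 uM D-luciferin and 10 uM ATP in 50 mM Tris acetate pH 7.5, 10 mM Mg acetate, 0.01% Tween-20, 0.05% BSA; 6-point qHTS titration about 60 µM downward; luminescence read.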
# Gal4-VP16 FLuc = counter-screen for ROR gamma inhibitors: Gal4-VP16 reporter; Potency, µM (highest dose often 53.6 µM), without a hit: at the highest dose activity, negative = inhibition, hits mostly inhibitors; Drosophila S2 Gal4-VP16 UAS-luciferase, luminescence, 20 h; hit rate 3.5% among 310,000;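 also: Gal4-VP16 expression switched on by copper sulfate through the metallothionein promoter; potency is read from the fitted curve at half-maximal effect; % is scaled to controls: 0 for no effect and ±100 for the full control effect; nearly all actives have a fitted effect of over 50% in size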
# RORgamma inh = inhibitors of mouse ROR gamma transcriptional activity; hit rate 5.4% among 310,000; P51450; AID 2551; Drosophila S2 Gal4-RORgamma UAS-luciferase reporter, 20 h; Potency, µM (doses to about 53.6 µM), for inactives: top-dose activity change, negative = inhibition, most hits filed as inhibitors; also: potency is read from the fitted curve at half-maximal effect; % is scaled to controls: 0 for no effect and ±100 for the full control effect; nearly all actives have a fitted effect of over 60% in size
# Target sequence (P51450 whole entry, looked up, the tested form may be a part): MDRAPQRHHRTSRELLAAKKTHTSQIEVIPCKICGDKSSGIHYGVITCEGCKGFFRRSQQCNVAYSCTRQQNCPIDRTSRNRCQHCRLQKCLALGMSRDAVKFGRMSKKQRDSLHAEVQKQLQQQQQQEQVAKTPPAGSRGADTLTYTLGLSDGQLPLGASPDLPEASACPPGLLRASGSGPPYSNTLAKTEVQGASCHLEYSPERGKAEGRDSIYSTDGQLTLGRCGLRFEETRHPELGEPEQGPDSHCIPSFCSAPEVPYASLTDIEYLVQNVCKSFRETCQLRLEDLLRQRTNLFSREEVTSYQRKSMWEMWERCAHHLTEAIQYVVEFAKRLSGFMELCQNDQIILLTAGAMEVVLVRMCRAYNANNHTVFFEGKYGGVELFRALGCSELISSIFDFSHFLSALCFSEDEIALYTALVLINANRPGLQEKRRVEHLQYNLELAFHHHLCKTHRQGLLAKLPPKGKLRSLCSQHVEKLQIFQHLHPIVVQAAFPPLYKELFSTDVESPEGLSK
#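 Compounds are pin-transferred onto Drosophila Schneider cells expressing a copper-inducible Gal4–ROR gamma transactivation domain fusion. After 1 hr, copper sulfate is added to 700 uM final; luciferase is read 20 hr later.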
# BRCA1 expr up = BRCA1 expression activation. MCF7-BRCA1-FFLuc reporter, luminescence, 48 h; response scale: scaled: vehicle 0%, 10 µM genistein 100%. Potency, µM (series often up to 46.1 µM), inactives show top-dose activation, usual class: activators. hit rate 1.1% among 380,000; also: potency is read from the fitted curve at half-maximal effect; nearly all actives have a fitted effect of over 80% in size; some results filed as inactive show a strong effect at the top dose
#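 Reporter cells (MCF7, BRCA1 promoter-firefly luciferase) received library compounds across a concentration series for 48 h. End-point luminescence was measured and concentration-effect curves derived after normalization.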
# Rab9 promoter act = Rab9 promoter activation. Potency, µM (series often up to 9.22 µM), for inactives: at the highest dose activation, negative = inhibition, usual class: activators. hit rate 2.8% among 320,000. Huh7 Rab9 promoter-luciferase reporter, luminescence, 24 h; also: potency is read from the fitted curve at half-maximal effect; % of control where 0% means no effect; nearly all actives have a fitted effect of over 60% in size
#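 Stable Rab9-luc Huh7, 1500 cells/well, 2 h settle; cmpd in DMSO, 24 h, 37 °C/5% CO2; luciferase reagent 10 min RT; luminescence.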
# p53 reactivator = restores transcriptional activity of mutant p53 | Potency, µM (series often up to 92.2 µM), for the others: at the top dose activity change, positive = activation, hits mostly activators | H1299 p53-A138V BP100-luciferase reporter, luminescence, 24 h | hit rate 0.063% among 320,000 | AID 504706; also: potency is read from the fitted curve at half-maximal effect; % of control where 0% means no effect; nearly all actives have a fitted effect of over 45% in size
#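 p53-null H1299 cells stably carrying temperature-sensitive p53-A138V and a BP100-luciferase reporter were pinned with compounds (4-point, 1:5 series) and held 24 hrs at 37 deg C. Luminescence was read 10 min after detection reagent.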
# NPC1 prom act = activators of NPC1 promoter; Huh7 NPC1 promoter luciferase reporter, 24 h; Potency, µM (top dose mostly 9.22 µM), without a hit: at the highest dose activation, hits mostly activators; hit rate 2.4% among 320,000;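 also: potency is read from the fitted curve at half-maximal effect; % of control where 0% means no effect; nearly all actives have a fitted effect of over 60% in size; reporter is driven by a mutant NPC1 promoter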
#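 NPC1 promoter–luciferase Huh7 cells; 24 h compound; luminescence.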
# PKM2 act = PKM2 (human) enzyme activation. P14618. purified PKM2, Kinase-Glo ATP luminescence, activation; response scale: 0% is enzyme alone, no compound. Potency, µM (series often up to 57.5 µM), without a hit: at the highest dose activation, most hits filed as activators. hit rate 0.34% among 260,000; also: potency is read from the fitted curve at half-maximal effect; % is scaled to controls: 0 for no effect and ±100 for the full control effect; nearly all actives have a fitted effect of over 55% in size
#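 Kinase-Glo luminescence reports ATP generated from ADP (0.1 mM) and PEP (0.5 mM) by purified hPK-M2 after 1 h at room temperature, pH 7.2 imidazole buffer; intermediate enzyme activity allows detecting inhibitors and activators.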
# Menin MLL FP TR = displaces Texas Red mutant MLL peptide from human menin; O00255; hit rate 0.23% among 270,000; Menin + Texas Red MLL mutant peptide, fluorescence polarization; Potency, µM (doses to about 61.6 µM), for the others: at the highest dose FP activity change, negative = inhibition, hits mostly inhibitors; active = well fitted inhibition curve with a large enough effect in the polarisation, with a control signal flat, not every such curve was filed as active; inconclusive = small, poorly fitted or top-dose-only effect, or effect the other way, or a change in a side signal; inactive = no such curve, though single readings can be large or run the other way; the % refers to the polarisation; also: potency is read from the fitted curve at half-maximal effect; % of control where 0% means no effect; many of its hits are not listed in these tables
# ELG1 genotox = inducers of genotoxicity in HEK293T ELG1-luciferase cells; HEK293T ELG1-luciferase reporter, luminescence, 16 h; Potency, µM (highest dose often 46 µM), inactives show top-dose activity change, positive = activation, actives largely listed as activators; hit rate 1.3% among 330,000; AID 504466; also: potency is read from the fitted curve at half-maximal effect; % of control where 0% means no effect; nearly all actives have a fitted effect of over 60% in size
#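 HEK293T cells expressing luciferase-tagged ELG1 were exposed to compound or DMSO vehicle for 16 hr at 37 °C and 5% CO2. Luciferase activity was then measured with ONE-Glo after 30 min at room temperature.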
# Giardia killer = kills Giardia lamblia; Giardia lamblia trophozoite viability; activity change, % at 7.66 µM, hits read low; hit rate 0.15% among 340,000; AID 540267; in the data active = activity change below about -80%; inconclusive = between about -30% and that limit;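 also: parasites exposed to compound for two days anaerobically before the ATP read; % is scaled to controls: 0 for no effect and ±100 for the full control effect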
#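 Luminescence from cellular ATP indicates surviving trophozoites (100 cells/well) following 48 hrs anaerobic compound treatment at 37 deg C; signal develops 15-30 min at room temperature.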
# Starred values were filed as active, the others as inactive; ? = inconclusive; / = no result given; & = joins results of further samples; [ ] = another dose, or the depositor's remark. Unless noted, calls follow the shape of the dose curve; as a rule, active = well fitted curve in the direction sought with a large enough effect; inconclusive = small, poorly fitted or top-dose-only effect, or another doubt; inactive = no such curve, though single readings can be large; an effect the other way counts as inactive or inconclusive. Only part of the results is shown. The share of hits here may be higher or lower than overall.
canonical_smiles | FLuc modulator | Gal4-VP16 FLuc | RORgamma inh | BRCA1 expr up | Rab9 promoter act | p53 reactivator | NPC1 prom act | PKM2 act | Menin MLL FP TR | ELG1 genotox | Giardia killer
O=C1c2ccccc2C(=O)N1CCSc1n[nH]c(=S)s1 | -17% | 11% | -25% | -9% | 7% | 2% | 1% | -4% | 4% | 2% | -9
CCN(CC)S(=O)(=O)c1ccc(C(=O)Nc2ncn(Cc3ccccc3)n2)cc1 | 3% | -3% | -42% | 1% | 3% | 0% | 7% | -1% | -5% | 0% | -9
CCOc1ccccc1NC(=O)C(=O)N/N=C/c1ccc([N+](=O)[O-])cc1 | 1% | -1% | -17% | 10% | -5% | 9% | -6% | 12% | 29% | -1% | -10
COc1ccc2cc(C3c4cc(OC)c(OC)cc4CCN3C(=O)c3ccco3)c(=O)[nH]c2c1 (configuration not stated) | 4% | ? | ? | -55% | -2% | -3% | -1% | / | / | 10% | 4
CC1(C)Cc2c(cnn2-c2ccccc2)-c2c1c1ccccc1n2CC(O)CCl (configuration not stated) | -8% | ? | 6% | -48% | 1% | -5% | -5% | 0% | -7% | -17% | -3
c1ccc2c(N3CCOCC3)nc(N3CCOCC3)nc2c1 | 4% | -8% | 9% | -13% | -6% | 16% | -3% | -2% | 1% | 1% | 1
Cc1ccc(CNC(=O)[C@H](C)[C@H]2C[C@]2(C)[C@H](NC(=O)OCc2ccccc2)c2ccccc2)o1 | -13% | ? | ? | -17% | 0% | -2% | 4% | ? | -4%&4% | -4% | 11
C=CCOC(=O)C1=C(C)OC(N)=C(C#N)C1c1ccc2c(c1)OCO2 (configuration not stated) | 2% | ? | ? | 22% | -3% | ? | 3% | -4% | 1% | 0% | -12
COCCn1nnnc1C(c1ccccc1)N1CCN(C)CC1 (configuration not stated) | 6% | -3% | -15% | -2% | 4% | 14% | -2% | -1% | 3% | -2% | 20
O=Cc1c(-[n+]2ccccc2)nc([O-])n1-c1ccccc1 | 0% | 4% | 0% | -8% | 4% | 2% | 0% | -1% | -7% | -1% | -10
CCOc1ccc(NS(=O)(=O)c2ccc3c(c2)N(C(C)=O)CCO3)cc1 | 7% | -7% | ? | -6% | 4% | 10% | -4% | 1%[0.46 µM] | 14% | -3% | -5
Cc1cc(=O)oc2cc(OCc3ccc(C(=O)OCC(=O)Nc4ccccc4OC(F)F)cc3)ccc12 | 0% | 1% | 18% | 60% | 3% | 8% | 0% | 2% | -2% | 4% | 2
O=C(Nc1ccc2c(c1)CCCN2C(=O)c1cccs1)c1c(F)cccc1F | -6%&-5% | -7% | 22% | 16%&-2% | 1% | -2% | -5% | / | 9% | -2%[9.26 µM] | 1
COc1cccc(CNS(=O)(=O)c2ccc3c(c2)CC(C)N3C(C)=O)c1 (configuration not stated) | 1% | -3% | ? | -18% | 7% | -9% | 0% | / | 6% | -4% | -24
COc1ccccc1CNC(=O)Cn1ccc2cc(S(=O)(=O)N3CCCC3)ccc21 | 1% | 3% | 16% | -18% | 4% | -12% | -2% | 0% | 6% | 0% | 27
O=C(NC1=NCCS1)c1sc2cc(F)ccc2c1Cl | 2.4µM* | ? | ? | 39% | 2.2µM* | ? | 5µM* | -14% | -13% | ? | -20
Cn1c(NC(=O)/C=C/c2ccccc2)cc(=O)n(C)c1=O | 21µM* | -2% | 12% | 2% | ? | ? | 16% | -1% | -7% | ? | -6
CCCCN(CC)C(=O)c1ccccc1Oc1ccccc1 | -4% | 0% | 15% | -28% | -13% | -6% | 0% | -10% | -8% | 0% | -3
Cc1ccccc1C(=O)OC1OC(=O)C(Cl)=C1Nc1ccccc1 (configuration not stated) | -8% | 2% | 11µM* | -31% | -4% | -1% | -1% | 5% | 3% | -8% | -17
O=C(Nc1ccc(S(=O)(=O)N2CCOCC2)cc1)C1CCCCC1 | 3% | 1% | 15% | -16% | -4% | -11% | -1% | 5% | -2% | 4% | 22
Cc1ccc(C)c(OCc2cc(C(=O)N3CCN(c4ccccc4)CC3)no2)c1 | 19µM* | -3% | 17% | 7.1µM* | 4µM* | ? | 2.8µM* | -3% | / | 30% | 23
COc1ccc(CNC(=O)c2cccnc2SC)cc1OC | 0% | -1% | -5% | -19% | 0% | -2% | -1% | -2% | 7% | 1% | -1
Cc1cc(C)cc(-c2nc(-c3ccncc3)no2)c1 | 11µM* | 0% | ? | ? | ? | ? | ? | -4% | 1% | 21µM* | 11
COCCn1c(N)c(N(Cc2ccccc2)C(=O)c2cc3ccccc3o2)c(=O)[nH]c1=O | -4% | -3% | -1% | -7% | -2% | -1% | 1% | -1% | -6% | -2% | 0
COc1ccc(-c2nc3c4ccccc4ccn3c2CN2CCOCC2)cc1OC | ? | 4% | ? | 34% | 14% | 12% | -1% | 0% | / | ? | 11
CN1CCN(S(=O)(=O)c2ccc(NC(=O)c3ccco3)cc2)CC1 | -11% | 18% | 19% | 56% | / | / | / | 2% | ? | / | 26
COc1ccccc1N1CCN(CCCNC(=O)Nc2ccccc2)CC1 | 2% | -5% | -34% | -17% | -4% | 9% | -2% | -9% | 2% | -5% | -12
CSc1nc(N2CCOCC2)c2c(c1C#N)CC(C)(C)OC2 | -1% | -23% | 2% | -43% | -26% | -8% | -1% | 0% | 0% | 0% | -9
CC(C)C1COC(c2cccc3ccccc23)=N1 (configuration not stated) | 2.1µM* | ? | 20µM* | 94% | 0.79µM* | ? | 3.2µM* | -25% | 0% | 21µM* | 8
COC(=O)[C@H](C)NC(=O)Nc1ccc(S(N)(=O)=O)cc1 | 2% | -3% | 6% | -8% | 4% | -3% | -2% | -5% | 12% | 0% | 13
COc1ccc(OCC(=O)N2CCN(C(=O)c3ccco3)CC2)cc1 | 1% | -12% | -3% | 0% | 3% | ? | 9% | 11% | -23% | -2% | -10
COc1ccc(/C=C2/Sc3ccc(C(=O)NCCCN4CCOCC4)cc3NC2=O)cc1OC | ? | ? | ? | -19% | -2% | 2% | 2% | -3%[0.46 µM] | 7% | 11% | -7
Cc1ccc(-c2nc(-c3ccccn3)no2)cc1[N+](=O)[O-] | 1.5µM* | 6.3µM* | 10µM* | ? | 0.32µM* | -12% | 0.32µM* | -23% | / | 2.1µM* | ?
CCn1c2ccccc2c2cc(/C=N/NC(=O)c3cc(O)cc(O)c3)ccc21 | -21% | -10% | 1% | -6% | -10% | -3% | 1% | 4% | ? | -4% | 4
Cc1c(NC(=O)CSc2nnc(Nc3ccccc3)s2)c(=O)n(-c2ccccc2)n1C | ? | -2% | 18% | -21% | -3% | 23% | -2% | 19% | -7% | 2% | -9
COc1ccc2c(c1)CC/C2=N\OC(=O)c1cccc(C)c1 | 1.5µM* | ? | ? | ? | ? | ? | 3.5µM* | -8% | -3% | ? | 11
Cc1nc(C(=O)NNC(=O)c2ccccc2)c(C(F)(F)F)o1 | -1% | -4% | 11µM* | -13% | -2% | 1% | -2% | -6% | / | -3% | -2
COc1ccc(Cc2noc(CN(C)CC3CCN(Cc4ccccc4)CC3)n2)cc1OC | -1% | -1% | -2% | 2% | -4% | 0% | -2% | 1% | / | -10% | 2
Cc1cc(N2CCN(Cc3cn(C)nc3-c3ccccc3F)CC2)cc(C)n1 | 0% | 5% | 0% | -76% | -19% | -2% | -26% | -3% | -14% | 4% | 3
COc1ccccc1NC(=O)CSc1nc(O)cc(=O)[nH]1 | 6% | -16% | -19% | -1% | -5% | 11% | -4% | -5% | 9% | -7% | 4
COc1ccc(-c2c3c(=O)n(C)c(=O)n(C)c3cn2-c2cc(OC)ccc2OC)cc1 | 6% | 19% | ? | -70% | -7% | -6% | -3% | 1% | -1% | -1% | -14

# Given field by field: entries from further up.
COc1ccc2c(c1)CC/C2=N\OC(=O)c1cccc(C)c1
  FLuc modulator: 1.5µM*
  Gal4-VP16 FLuc: ?
  RORgamma inh: ?
  BRCA1 expr up: ?
  Rab9 promoter act: ?
  p53 reactivator: ?
  NPC1 prom act: 3.5µM*
  PKM2 act: -8%
  Menin MLL FP TR: -3%
  ELG1 genotox: ?
  Giardia killer: 11

Cc1nc(C(=O)NNC(=O)c2ccccc2)c(C(F)(F)F)o1
  FLuc modulator: -1%
  Gal4-VP16 FLuc: -4%
  RORgamma inh: 11µM*
  BRCA1 expr up: -13%
  Rab9 promoter act: -2%
  p53 reactivator: 1%
  NPC1 prom act: -2%
  PKM2 act: -6%
  Menin MLL FP TR: /
  ELG1 genotox: -3%
  Giardia killer: -2

COc1ccc(Cc2noc(CN(C)CC3CCN(Cc4ccccc4)CC3)n2)cc1OC
  FLuc modulator: -1%
  Gal4-VP16 FLuc: -1%
  RORgamma inh: -2%
  BRCA1 expr up: 2%
  Rab9 promoter act: -4%
  p53 reactivator: 0%
  NPC1 prom act: -2%
  PKM2 act: 1%
  Menin MLL FP TR: /
  ELG1 genotox: -10%
  Giardia killer: 2
